# Bioassay records deposited in PubChem BioAssay by National Center for Advancing Translational Sciences (NCATS).
# aSyn yeast inh = rescues yeast growth from alpha-synuclein toxicity | 370,000 tested, 0.14% active | Yeast expressing alpha-synuclein, growth rescue, BacTiter-Glo, 24 h | Potency, µM (titrated, usually from 46.1 µM), inactives show at the highest dose growth rescue (activation), usual class: activators; note: potency is the fitted concentration of half-maximal effect; % of control where 0% means no effect; nearly all actives have a fitted effect of over 65% in size
#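 Rescue of yeast growth: cells expressing toxic alpha-synuclein, induced in galactose at OD600 0.02, incubated with compound 24 h at 30 C. ATP luminescence quantified growth; inhibitors of toxicity appear as activators.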
# Abeta yeast res = A-beta toxicity reversal in yeast. Potency, µM (top dose mostly 46.1 µM), inactives show at the top dose growth rescue, hits mostly activators. yeast expressing A-beta42, growth rescue, OD600, 48 h; response scale: 0% DMSO, 100% iron-clioquinol control. 410,000 tested, 0.063% active; note: potency is the fitted concentration of half-maximal effect; nearly all actives have a fitted effect of over 55% in size
#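 Yeast A-beta toxicity model in growth medium with pinned compounds, 48 h at 30 C; growth read as absorbance at 600 nm. Normalized to FeCl3/clioquinol equimolar mix (positive) and DMSO (negative).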
# EPAC1 antagonist = EPAC1 (human) antagonism; Potency, µM (series often up to 115 µM), for the others: top-dose activity change, negative = inhibition, hits mostly inhibitors; 360,000 tested, 0.14% active; AID 720709; EPAC1 GEF assay, Rap1b-BODIPY-GDP exchange fluorescence; O95398;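 note: potency is the fitted concentration of half-maximal effect; plate controls were vehicle for no effect and positive control for full effect; nearly all actives have a fitted effect of over 50% in size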
# PLK1 PBD block = PLK1 (human) polo-box domain binding inhibition; P53350; Plk1 PBD binding of FITC phosphopeptide, fluorescence polarization; Potency, µM, for the others: max response, negative = inhibition, actives largely listed as inhibitors; 360,000 tested, 2.8% active; AID 720504; note: potency is the fitted concentration of half-maximal effect; series mostly up to about 57 µM; % is set by controls: 0 for no effect and ±100 for the full control effect; nearly all actives have a fitted effect of over 65% in size
# Target sequence (P53350 whole entry, looked up, the tested form may be a part): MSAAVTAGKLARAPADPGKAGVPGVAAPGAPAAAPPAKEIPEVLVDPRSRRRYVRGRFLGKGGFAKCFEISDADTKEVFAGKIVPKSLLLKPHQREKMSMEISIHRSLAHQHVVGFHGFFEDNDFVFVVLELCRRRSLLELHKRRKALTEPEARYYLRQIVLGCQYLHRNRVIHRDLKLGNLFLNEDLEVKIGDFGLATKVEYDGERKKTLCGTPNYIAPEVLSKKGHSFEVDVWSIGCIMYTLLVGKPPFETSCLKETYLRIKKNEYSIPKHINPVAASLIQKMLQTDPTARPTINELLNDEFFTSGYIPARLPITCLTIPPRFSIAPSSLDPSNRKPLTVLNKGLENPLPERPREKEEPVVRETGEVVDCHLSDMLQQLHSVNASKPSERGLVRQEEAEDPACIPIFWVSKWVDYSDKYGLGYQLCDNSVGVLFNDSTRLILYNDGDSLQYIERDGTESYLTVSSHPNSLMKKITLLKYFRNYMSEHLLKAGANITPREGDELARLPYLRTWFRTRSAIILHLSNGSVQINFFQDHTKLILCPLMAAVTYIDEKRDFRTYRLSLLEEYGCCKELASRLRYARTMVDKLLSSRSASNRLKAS
# PI5P4Ka inh = inhibitors of human PI5P4K alpha; P48426; PI5P4Kalpha enzyme, ADP-Glo luminescence, 60 min; stronger effect = lower value; max response, %; 330,000 tested, 1.2% active; AID 652105; active = max response of -50% or lower; inconclusive = between -30% and -50%; inactive = -30% or higher; note: value at the top dose of about 77 µM; % is set by controls: 0 for no effect and ±100 for the full control effect
# Target sequence (P48426 whole entry, looked up): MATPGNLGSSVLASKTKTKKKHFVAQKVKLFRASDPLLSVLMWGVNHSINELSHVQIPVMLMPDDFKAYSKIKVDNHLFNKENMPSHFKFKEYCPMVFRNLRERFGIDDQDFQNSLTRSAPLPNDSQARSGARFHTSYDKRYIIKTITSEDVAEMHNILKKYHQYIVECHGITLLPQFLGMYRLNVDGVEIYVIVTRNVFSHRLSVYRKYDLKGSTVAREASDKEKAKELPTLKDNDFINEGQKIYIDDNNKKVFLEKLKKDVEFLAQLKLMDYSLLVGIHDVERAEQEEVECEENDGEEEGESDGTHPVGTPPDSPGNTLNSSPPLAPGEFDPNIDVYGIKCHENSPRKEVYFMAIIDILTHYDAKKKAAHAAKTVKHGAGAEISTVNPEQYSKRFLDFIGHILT
#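 Luminescence from ADP-Glo served as readout of PI5P4Kalpha activity in a qHTS format. Reaction: enzyme, substrate, compound, ATP at 5 microM final, 60 min at RT.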
# IL2 activator = activators of IL-2 | IL-2 activation reporter assay, cell-based qHTS; stimulated with anti-CD3/CD4/CD28 beads; in transgenic mouse T cells | activation, % (series mostly up to about 46 µM) | 360,000 tested, 0.065% active | AID 652025; in the data active = activation above about 50%; inconclusive = mostly about 30% to 49%; note: 0% is about no effect
#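 First, unstimulated transgenic mouse T cells were exposed to compound for 60 min. Next, anti-CD3/anti-CD4-coated beads with anti-CD28 were added. Finally, after 18 h at 37 degrees C, EGFP and DsRed were imaged.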
# FUS suppressor = suppressors of FUS proteinopathy in yeast | Potency, µM (doses to about 76.6 µM), for inactives: top-dose growth rescue (activation), most hits filed as activators | S. cerevisiae FUS-expressing, growth rescue, OD600, 24 h | AID 1347120 | 390,000 tested, 0.24% active;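 note: potency is the fitted concentration of half-maximal effect; plate controls were DMSO vehicle for no effect and reference control for full effect; nearly all actives have a fitted effect of over 55% in size; some results filed as inactive show a strong effect at the top dose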
#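 Compound concentration series was pinned onto galactose-induced FUS-expressing yeast seeded at OD 0.005. Plates sat 24hr at 30C; absorbance at 600 nm gave growth. DMSO served as background control.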
# WRN helicase inh = WRN helicase (human) inhibition | Potency, µM (top dose mostly 114 µM), inactives show at the top dose activity change, negative = inhibition, actives largely listed as inhibitors | 360,000 tested, 0.46% active | WRN helicase unwinding, fluorescent forked duplex, kinetic | AID 651768; note: potency is the fitted concentration of half-maximal effect; % is set by controls: 0 for no effect and ±100 for the full control effect; nearly all actives have a fitted effect of over 55% in size
#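 Kinetic fluorescence helicase assay: unwinding of a quenched forked DNA duplex (100 nM final) with 2 mM ATP final raises red fluorescence (525/598 nm). Compounds sat 15 min at room temperature with 20 nM WRN beforehand.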
# EPAC1 ag = agonists of human EPAC1; EPAC1 agonist qHTS, biochemical assay; response scale: 100% = response to 6.5 mM cAMP; Potency, µM (titrated, usually from 154 µM), without a hit: at the highest dose activation, actives largely listed as activators; 360,000 tested, 0.073% active; note: potency is the fitted concentration of half-maximal effect; nearly all actives have a fitted effect of over 60% in size
#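 Nucleotide exchange by EPAC1 (100 nM) on Rap1B–BODIPY-GDP (250 nM) in the presence of 50 uM GDP is tracked fluorescently at 480/540 nm over 30 min. Signals are normalized to a 6.5 mM cAMP control.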
# * = called active by the depositor; ? = inconclusive; · = no result given; [ ] = dose if it differs, or a comment. Unless noted, calls come from the whole dose curve; as a rule, active = well fitted curve in the direction sought with a large enough effect; inconclusive = small, poorly fitted or top-dose-only effect, or another doubt; inactive = no such curve, though single readings can be large; an effect the other way counts as inactive or inconclusive.
no.	Structure	aSyn yeast inh	Abeta yeast res	EPAC1 antagonist	PLK1 PBD block	PI5P4Ka inh	IL2 activator	FUS suppressor	WRN helicase inh	EPAC1 ag
1	Cc1cc(=O)n(C)c(=O)n1CCCCOc1cccc([N+](=O)[O-])c1	1%	-7%	1%	-10%	1	2.3	17%	4%	-1%
2	Cc1csc(N=Cc2ccc([N+](=O)[O-])o2)n1	19%	-16%	?	-23%	-82*	-0.3	37%	?	-4%
3	COC(=O)c1cccc(CSc2nc3ccccc3[nH]2)c1	-21%	-12%	-16%	-4%	2	-4.6	-12%	-4%	9%
4	O=C(NC1CC2CCCC(C1)N2Cc1ccccc1)c1cccc(Cl)c1 (stereo unspecified)	4%	13%	10%	7%	-2	-1.1	17%	-13%	5%
5	COc1ccc(Nc2nc(Nc3ccc(OC)cc3)nc(SC3=NCCS3)n2)cc1	9%	-14%	-17%	-17%	1	-0.1	?	-20%	9%
6	CC(C)(C)c1ccc(C(CC(=O)O)NC(=O)Cc2ccc(Cl)cc2)cc1 (stereo unspecified)	2%	5%	10%	-6%	5	1.6	-12%	-5%	5%
7	CC(=O)Nc1ccc(C2NC(=O)c3ccccc3O2)cc1 (stereo unspecified)	-3%	18%	5%	2%	·	-2.2	34%	1%	2%
8	CC(=O)Nc1cc([N+](=O)[O-])ccc1N1CCOCC1	8%	-33%[inhibitor]	0%	-20%	3	0.0	2%	8%	6%
9	CCCN1C(=O)SC(CC(=O)Nc2ccc(Br)cc2)C1=O (stereo unspecified)	-7%	-2%	3%	-2%	1	-3.3	17%	-5%	-4%
10	Cc1ccc([N+](=O)[O-])cc1NC(=O)CCCOc1ccccc1	-1%	13%	-4%	-5%	0	-2.4	15%	-3%	4%
11	COc1cccc(OC)c1C(=O)NC(=S)N1CCN(c2ccc(C(F)(F)F)cc2[N+](=O)[O-])CC1	19%	-40%[inhibitor]	2%	-3%	4	-0.3	39%	7%	14%
12	CN1CCN(c2ccccc2NC(=O)c2cccc([N+](=O)[O-])c2)CC1	1%	-1%	-31%	-12%	1	-2.8	0%	6%	14%
13	C[C@H](NC(=O)c1nc[nH]c1C(=O)NCc1ccccc1)C(=O)OCc1ccccc1	5%	7%	-14%	10%	14	-1.4	?	-10%	-21%
14	COC(=O)C1=C(CS(=O)(=O)c2ccccc2)NC(=O)NC1c1ccc(O)cc1 (stereo unspecified)	-6%	4%	6%	-1%	-1	1.2	-1%	-6%	0%
15	Cc1nc2ccc(Cl)cc2c(-c2ccccc2Cl)c1CC(=O)O	13%	5%	-17%	-6%	8	-0.5	·	-14%	-1%
16	COc1ccc(C2C(C(=O)OC3CCCCC3)=C(C)Nc3nnnn32)c(OC)c1OC (stereo unspecified)	3%	20%	-1%	-8%	-2	-0.7	20%	-3%	-1%
17	O=C(/C=C/c1ccccc1)CCN1CCCCC1	-9%	-60%[inhibitor]	-1%	6.7µM*	0	-1.0	17%	?	-8%
18	COc1ccc(/C=C/C(=O)OCC(=O)N2CCc3ccccc32)cc1	-3%	11%	-2%	-10%	3	0.3	-11%	4%	8%
19	CCNC(=O)Oc1ccc[nH]c1=O	-1%	0%	-7%	?	-8	-0.2	-20%	-1%	-6%
20	COc1ccc(Cl)cc1NC(=O)CN(C)C(=O)CCCNC(=O)c1ccc(Cl)cc1	1%	-10%	-11%	-5%	17	0.8	23%	-5%	6%
21	COc1ccccc1C(=O)Nc1cc2cc(Cl)ccc2oc1=O	8%	3%	-6%	0%	4	-0.4	5%	9%	-7%
22	O=C(CCNC(=O)c1ccc(Cl)cc1)NCC(c1ccco1)N1CCCCC1 (stereo unspecified)	1%	4%	7%	-7%	-4	-0.8	6%	1%	2%
23	COc1c(/C=C2\SC(=Nc3ccccc3Cl)NC2=O)cccc1[N+](=O)[O-]	15%	-9%	?	?	-72*	-0.9	-4%	-3%[11.6 µM]	-5%
24	c1ccc(Cn2c(CNc3nc4ccccc4n3CCN3CCCCC3)nc3ccccc32)cc1	6%	?	-12%	0%	9	0.5	-5%	-9%	6%
25	CCC(C)C(NC(=O)c1ccccc1NC(=O)c1ccc(OC)cc1)C(=O)NCCCn1ccnc1 (stereo unspecified)	2%	-17%	-4%	-3%	13	-0.1	13%	1%	9%
26	Cc1cccc(NC(=O)c2cc(S(=O)(=O)N3CCOCC3)cn2C)c1C	-5%	6%	7%	-9%	-3	0.0	15%	0%	3%
27	CCn1cnc2cc([N+](=O)[O-])ccc21	-3%	8%	-9%	-18%	8	-1.7	-9%	-3%	0%
28	O=C(c1ccccc1)c1ccc2nc(Nc3ccccc3)c3nncn3c2c1	4%	-6%	-30%	-3%	2	2.0	19%	-2%	15%
29	Cc1ccc(OCCn2cc(/C(N)=N/O)c3ccccc32)cc1C	0%	0%	-17%	-11%	4	1.1	?	-19%	18%
30	CCN(C(=O)CN(C)Cc1cccc(Cl)c1Cl)c1c(N)n(Cc2ccccc2)c(=O)[nH]c1=O	-2%	-11%	-6%	3%	0	-0.1	16%	-3%	-8%
31	COc1ccccc1N=c1oc2cc(O)ccc2cc1C(=O)NCC1CCCO1 (stereo unspecified)	-13%	-5%	17%	2%	·	-0.5	18%	-1%	4%
32	Cc1ccc(S(=O)(=O)N2CCN(c3ccccc3)CC2)s1	21%	0%	1%	-6%	2	1.6	-10%	-2%	2%
33	COc1cc(/C=C2\SC(=O)N(CCNC(=O)c3c(C)noc3C)C2=O)cc(OC)c1OC	-2%	-15%	7%	-10%	5	0.1	4%	5%	7%
34	COc1ccc2cc(CO)c(Cl)nc2c1	-1%	6%	-19%	6.7µM*	4	-1.6	2%	-1%	15%
35	Cc1c(/C=C(\C#N)c2nn(-c3ccccc3)c(N)c2C#N)c2ccccc2n1Cc1ccc(F)cc1	6%	0%	6%	10%	13	11	·	-2%	15%
36	CN1N=C(C(=O)N2CCCC(C(=O)c3cccc(C(F)(F)F)c3)C2)CCC1=O (stereo unspecified)	2%	?	-13%	-9%	0	-0.5	-2%	-2%	8%
37	C/C(=N\N=C1/SC(CC(=O)O)C(=O)N1c1ccccc1)c1ccc(C)cc1 (stereo unspecified)	-6%	-11%	1%	-7%	-1	-2.8	-19%	-5%	6%
38	Cc1ccc(C)c(N2CCN(C(=O)c3cc4c(C)nc5ccccc5c4o3)CC2)c1	1%	·	-14%	4%	18	0.0	45%	-8%	-8%
39	CCCCCn1c(=O)[nH]c2cc(C(=O)NCCN(CC)CC)ccc2c1=O	3%	9%	0%	-2%	-6	-0.9	-3%	-1%	-4%
40	CCc1ccc(NC(=O)Cc2c(C(=O)O)n(C)c3ccccc23)cc1	2%	14%	11%	-1%	0	1.6	22%	-9%	-4%

# Screen by screen, as entered above.
# Abeta yeast res, nos. 34 to 40, in order: 6%, 0%, ?, -11%, ·, 9%, 14%
# PI5P4Ka inh, nos. 34 to 40, in order: 4, 13, 0, -1, 18, -6, 0

# More compounds:
no.	Structure	aSyn yeast inh	Abeta yeast res	EPAC1 antagonist	PLK1 PBD block	PI5P4Ka inh	IL2 activator	FUS suppressor	WRN helicase inh	EPAC1 ag
41	CC(OC(=O)C1CC(=O)N(Cc2ccccc2)C1)C(=O)Nc1cccc(C#N)c1 (stereo unspecified)	0%	9%	3%	0%	7	-5.2	3%	-10%	-7%
42	COc1cccc(CN(C)C(=O)CNC(=O)c2ccc(-c3ccccc3)cc2)c1OC	3%	-13%	4%	-2%	-3	-1.7	22%	-9%	6%
43	CC1CC(C)(C)N(C(=O)CN2C(=O)c3ccccc3C2=O)c2ccccc21 (stereo unspecified)	?	-18%	-11%	1%	·	-0.5	20%	-12%	-8%
44	CC1CN(Cc2ccccc2)C(=O)N(c2ccccc2)C1=O (stereo unspecified)	-5%	-5%	6%	-5%	6	-2.2	·	-19%	10%
45	CN1CCN(CCCNCc2cn(CCC#N)c3ccccc23)CC1	-1%	-17%	-11%	-4%	-2	0.6	11%	-33%	6%
46	O=C(O)CCN1C(=O)c2ccc(NC(=O)c3cccs3)cc2C1=O	0%	11%	4%	-2%	·	-1.3	-12%	-26%	2%
47	O=C(CSc1nnc(CNC(=O)c2ccc(F)cc2)o1)NCc1ccccc1	1%	6%	10%	-18%	-7	-0.7	1%	-11%	-9%
48	CC(C)Cn1c(N)c(C(=O)COC(=O)CCc2nc3ccccc3s2)c(=O)n(C)c1=O	2%	11%	-10%	9%	9	-2.2	32%	-7%[57.1 µM]	0%
49	CN(N=Nc1ccc([N+](=O)[O-])cc1)c1ccccc1	14%	-30%	79µM*	?	3	-4.6	-21%	29%	-793%[inhibitor]
50	O=C(N1CCN(Cc2ccc3c(c2)OCO3)CC1)C(Cl)(Cl)Cl	2%	2%	-14%	-18%	3	0.5	7%	-8%	9%
51	CCOC(=O)[C@@H]1[C@H]2COc3ccc(Br)cc3[C@H]2N2C(=O)N(c3ccc(Br)cc3)C(=O)[C@]12C	8%	2%	2%	-7%	7	-0.8	6%	-6%	3%
52	O=C(C1=NOC2(C1)C(=O)Nc1ccccc12)N1CCCCC1 (stereo unspecified)	-14%	-4%	-8%	-4%	-1	0.6	-14%	0%	-15%
53	CCc1cc(-c2nc(N)ncc2-c2csc(C)n2)c(O)cc1OC	1%	-9%	-2%	-9%	4	-0.4	11%	-2%	4%
54	C=CCS(=O)(=O)c1nc2ccccc2s1	0%	-2%[9.22 µM]	-5%	-19%	-7	3.3	-44%	-18%	-1%
55	O=C(O)c1cc(-c2ccc(N3CCOCC3)cc2)nn1-c1ccc(F)cc1	0%	-5%	-26%	-11%	-12	-4.0	20%	-30%[57.1 µM]	12%
56	COCCCn1cc(CN2CC(N3CCN(C)CC3)CS2(=O)=O)nn1 (stereo unspecified)	-6%	0%	4%	0%	-3	0.0	-7%	-1%	-8%
57	Cc1cc(C)c(NC(=S)N(CCc2ccncc2)C(C)C)c(C)c1	2%	3%	5%	-28%	-1	2.3	10%	-2%	-8%
